# Screening results (PubChem)
# OX1R antag-1: OX1R (human) antagonism; O43613; OX1R-expressing cells, FRET antagonist read-out; inhibition, % at 6.6 µM; 330,000 tested, 1.8% active; AID 485270; in the data active = inhibition mostly above about 38%, no sharp cut-off; inactive = mostly below about 40%;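 also: 0% = agonist challenge alone and 100% = reference antagonist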
# Target sequence (O43613 whole entry, looked up): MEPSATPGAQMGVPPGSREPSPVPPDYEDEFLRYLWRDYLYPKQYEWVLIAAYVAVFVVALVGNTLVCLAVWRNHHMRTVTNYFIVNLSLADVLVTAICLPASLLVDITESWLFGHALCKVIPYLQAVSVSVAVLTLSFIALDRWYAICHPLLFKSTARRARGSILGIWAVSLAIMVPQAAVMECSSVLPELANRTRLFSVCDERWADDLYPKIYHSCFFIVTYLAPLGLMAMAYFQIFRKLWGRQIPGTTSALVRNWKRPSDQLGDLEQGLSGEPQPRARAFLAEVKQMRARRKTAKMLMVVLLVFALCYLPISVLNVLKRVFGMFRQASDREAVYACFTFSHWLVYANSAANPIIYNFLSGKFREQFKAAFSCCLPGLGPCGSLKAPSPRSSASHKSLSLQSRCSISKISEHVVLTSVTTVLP
# CHT allo act: allosteric activators of human choline transporter CHT; B-score at 10 µM; Q9GZV3; 310,000 tested, 0.49% active; AID 488977; CHT-expressing cells, membrane potential dye, choline EC20; stronger effect = higher value; LV-AA mutant CHT in HEK293 cells;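 active = initial fluorescence not abnormally high and integrated response B-score, plate-corrected, over 3 SD above library mean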
# Target sequence (Q9GZV3 whole entry, looked up): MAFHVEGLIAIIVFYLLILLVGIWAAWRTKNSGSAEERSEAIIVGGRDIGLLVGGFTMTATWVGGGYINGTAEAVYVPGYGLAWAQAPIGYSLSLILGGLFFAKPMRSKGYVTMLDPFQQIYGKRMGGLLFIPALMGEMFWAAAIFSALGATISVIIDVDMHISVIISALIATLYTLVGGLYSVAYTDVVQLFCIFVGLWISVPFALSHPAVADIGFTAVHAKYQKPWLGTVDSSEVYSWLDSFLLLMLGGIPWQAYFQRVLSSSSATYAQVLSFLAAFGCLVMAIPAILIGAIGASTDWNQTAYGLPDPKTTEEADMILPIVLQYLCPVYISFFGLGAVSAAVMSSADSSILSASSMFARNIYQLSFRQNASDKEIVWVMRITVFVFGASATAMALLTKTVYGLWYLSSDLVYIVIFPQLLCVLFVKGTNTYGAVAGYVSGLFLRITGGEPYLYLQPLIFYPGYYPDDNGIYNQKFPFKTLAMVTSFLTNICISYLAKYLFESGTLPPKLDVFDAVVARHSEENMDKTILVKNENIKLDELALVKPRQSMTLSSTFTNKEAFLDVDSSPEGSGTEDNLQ
# OX1R antag-2: blocks the human orexin 1 receptor; O43613; CHO/OX1R cells, Fluo-8 calcium fluorescence, orexin A; AID 434989; 330,000 tested, 0.43% active; inhibition, % at 5 µM;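 active = inhibition above its plate's threshold, mean inhibition of all tested compounds on the plate plus 3 SD, cut at about 37% in these data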;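 also: 0% = orexin A challenge wells and 100% = SB-334867-A antagonist wells; not every result past the cut was called active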
# Starred values were filed as active, the others as inactive; i = inactive; x = not tested or not shown.
# Order of results: OX1R antag-1, CHT allo act, OX1R antag-2
- O=C(NN=C(c1ccccc1)c1ccccn1)c1ccccc1
  30.0, x, 1.4
- COC(=O)c1ccccc1NC(=O)CN1CCC(n2nnc3cc(C(F)(F)F)ccc32)CC1
  7.9, i, -31.6
- Nc1ccc2c(c1)C(=O)c1ccccc1-2
  16.0, i, -4.3
- CC(C)NS(=O)(=O)c1ccc(CCC(=O)N2CCOCC2)cc1
  8.3, i, -10.9
- COc1cccc(N2CCN(C(=S)Nc3cccc(C)c3)CC2)c1
  12.4, i, -21.3
- Brc1cnc2nc(SCc3nc4ccccc4[nH]3)[nH]c2c1
  7.3, i, -30.6
- O=c1c2cc(Br)ccc2[nH]c(=S)n1Cc1cccnc1
  13.1, i, -17.5
- Cc1oc2ccc(NS(=O)(=O)c3ccc(F)cc3)cc2c1C(=O)O
  15.5, i, -17.7
- O=C1CSC(=S)N1c1ccc(F)cc1
  9.2, i, -18.0
- CCOC(=O)C1(CCCc2ccccc2)CCN(C(=O)[C@@H]2C[C@@H](C)NC(=S)N2)CC1
  16.2, i, -25.6
- CC(=O)Nc1cccc(NC(=O)CSc2nc(=O)n(Cc3ccccn3)c3c2CCC3)c1
  4.9, i, -9.9
- Cc1ccccc1NC(=S)NCCC(c1ccccc1)c1ccccc1
  28.8, i, -0.7
- Cc1ccc(Cn2c(SCC(=O)N/N=C/c3ccc(C)o3)nc3ccccc32)cc1
  44.8, i, -29.6
- COc1cccc(C2/C(=C(/O)c3cnn(-c4ccccc4)c3C)C(=O)C(=O)N2CCN(C)C)c1 (stereo unspecified)
  14.6, i, 2.2
- COc1ccc(CNC(=O)[C@H](C)NC(=O)C2CCN(S(=O)(=O)c3ccc(C)cc3)CC2)cc1
  14.3, i, -35.2
- O=C(Cc1cccs1)Nc1cccnc1
  5.4, i, -6.8
- CC(=O)c1ccc(NC(=O)C[n+]2ccccc2)cc1
  24.8, i, 3.0
- O=C(Nc1ccc(F)c(Cl)c1)C1CC(=O)N(Cc2ccccc2)C1 (stereo unspecified)
  8.3, i, -18.9
- CCOC(=O)CSc1cc(C)nc(NC(C)=O)n1
  10.6, i, -21.7
- Cc1ccc2c(C)c(C(=O)Nc3ccc(S(=O)(=O)Nc4onc(C)c4C)cc3)oc2c1
  49.3, i, -1.2

# Compounds from the list above with an NH in an aromatic ring, in the order listed:
# Order of results: OX1R antag-1, CHT allo act, OX1R antag-2
- Brc1cnc2nc(SCc3nc4ccccc4[nH]3)[nH]c2c1
  7.3, i, -30.6
- O=c1c2cc(Br)ccc2[nH]c(=S)n1Cc1cccnc1
  13.1, i, -17.5

# The listing continues.
# Order of results: OX1R antag-1, CHT allo act, OX1R antag-2
- Cc1noc(C)c1CSCC(=O)Nc1ccccc1N1CCCCC1
  21.6, i, -42.0
- Cn1c(=O)n(CCCOc2ccc(Br)cc2)c2ccccc21
  24.5, i, -33.0
- CCc1ccc(C(=O)CN2C(=O)NC3(CCOc4ccccc43)C2=O)s1 (stereo unspecified)
  -0.5, x, -14.1
- CC1=C([N+](=O)[O-])C(c2ccc(O)c(O)c2)NC(=O)N1 (stereo unspecified)
  7.2, i, 10.8
- CCOC(=O)CC(=O)CSc1n[nH]c(=O)[nH]c1=O
  1.4, i, 8.6
- COCCn1c(SC(C)C(=O)NC2CCCCC2C)nc2ccccc2c1=O (stereo unspecified)
  17.6, i, -5.6
- O=C1OC(Cc2ccccn2)C(O)=C1C1=NCCCN1 (stereo unspecified)
  9.6, i, 4.9
- Cc1ccc(S(=O)(=O)Nc2ccc(Cl)cc2C(=O)c2ccccc2)cc1
  30.0, i, -50.1
- O=C(/C(Cl)=C/Nc1ccc(Br)cn1)C(F)(F)F
  1.7, i, -6.9
- O=C(CCN1CCOCC1)NCC1COc2ccccc2O1 (stereo unspecified)
  12.9, i, -16.4
- CN(C)CCNC(=S)NC1CCCCC1
  -1.9, i, 4.2
- CCCC(=O)Nc1c(C)nn(C(=O)CCC)c1C
  6.0, i, -5.1
- Cc1nc(OCc2c(C)noc2C)c2ccccc2n1
  16.1, i, -6.5
- CC(=O)c1cccc(NC(=O)Nc2ccccc2)c1
  3.9, i, -25.1
- C=CCSc1nnc(NC(=O)Cn2cnc3c2c(=O)n(C)c(=O)n3C)s1
  6.2, i, -8.1
- O=C(Nc1ccc(Nc2ccccc2)cc1)C1CC1
  16.3, i, -6.3
- CN(Cc1c(C(=O)N/N=C/c2cccc(F)c2)nnn1-c1nonc1N)C1CCCCC1
  11.6, i, -5.5
- CCCN(CCC)Cc1c(C(=O)N/N=C/c2ccc(C)o2)nnn1-c1nonc1N
  8.4, i, -19.7
- COC(=O)C1C(=O)C2=C(CC1C)NC(=O)CC2c1ccc(O)c(OC)c1 (stereo unspecified)
  14.9, i, -10.0
- CN1CCCC(OC(=O)COc2ccccc2)C1 (stereo unspecified)
  12.5, i, -10.6
- Cc1cc2nc(SCCN3CCOCC3)[nH]c2cc1C
  1.7, i, -22.0
- O=C(/C=C/c1ccc(Cl)cc1)NC(=S)Nc1ccccc1C(=O)O
  9.7, i, -3.4
- COc1ccc(/C=N\NC(=O)COc2ccccc2)c(C(=O)O)c1OC
  16.5, i, -5.2
- CCn1ncc(Cl)c1C(=O)NC(C)c1ccccc1 (stereo unspecified)
  4.4, i, -19.9
- COc1ccc2nc(N/C(N)=N/C(=S)Nc3cccc(C)c3)nc(C)c2c1
  64.5, i, -24.8
- O=C(/C=C/c1cccc([N+](=O)[O-])c1)OCC(=O)N1CCN(C(=O)c2ccco2)CC1
  29.4, x, -20.5
- c1ccc2c(c1)Oc1ccccc1S2
  5.0, x, 6.7
- Cc1ccc(C(OCC(O)CNC(C)c2ccccc2)c2ccccc2)cc1 (stereo unspecified)
  16.4, i, -27.3
- CC1(C)CC(N2CCC(=O)NC2=S)CC(C)(C)N1
  11.2, i, -10.5
- CNC(=O)C(=O)Nc1c(O)c2ccccc2[nH]c1=O
  10.7, i, 0.5
- CC1(C)C2CC=C(/C=N/NC(=O)c3ccccc3Br)C1C2 (stereo unspecified)
  7.7, i, -9.9
- O=C(NCC(c1cccs1)N1CCOCC1)c1cc(=O)[nH]c2ccccc12 (stereo unspecified)
  21.8, i, -13.8
- O=C1C2C3C=CC(C3)C2C(=O)N1c1n[nH]c(CCc2ccccc2)n1 (stereo unspecified)
  -5.3, i, 6.8
- CCOC(=O)CSc1ccc2nnc(-c3cccs3)n2n1
  15.0, i, -25.2
- Cc1ccccc1NC(=O)CSCCN1C(=O)c2ccccc2C1=O
  17.4, i, -10.7
- Cc1cc(C)c2c(c1)SC1=NC(c3ccccc3)(C(F)(F)F)NC(=O)N12 (stereo unspecified)
  10.8, i, -22.3
- O=C(NC(NNc1ccc([N+](=O)[O-])cc1)(C(F)(F)F)C(F)(F)F)c1ccc(F)cc1
  21.6, i, -10.1
- Cc1ccc(N2CC(=O)N(NC(=O)Nc3ccc(Cl)c(Cl)c3)CC2=O)cc1
  15.2, i, -25.3
- COc1ccc(N2CCN(C(=O)[C@H](C)N3C(=O)C4CC=CCC4C3=O)CC2)cc1 (stereo partly specified)
  4.8, x, -13.1
- CCOC(=O)c1ccc(NC(=S)NCCCn2ccnc2)cc1
  12.9, i, -17.5
- CCCCN(CC)S(=O)(=O)c1ccc(C(=O)Nc2nnc(CSC)o2)cc1
  3.7, i, -11.6
- O=C(O)c1ccc2c(c1)C(=O)N(c1ccccc1-c1ccccc1)C2=O
  12.5, i, -2.1
- O=c1[nH][nH]cc1C=Nc1ccc(Cl)cc1Cl
  13.1, i, -2.4
- COc1ccc(NC(=S)Nc2cc(-c3ccccc3)[nH]n2)cc1Cl
  16.1, i, -7.0
- O=C(O)C1C2CCC(C2)C1C(=O)Nc1ccccc1 (stereo unspecified)
  7.5, i, -1.7
- O=C(O)c1cc(NC(=O)C2CCCO2)cc(C(=O)O)c1 (stereo unspecified)
  4.7, i, 3.6
- Cc1ccc(S(=O)(=O)NCC(=O)N(CC(=O)NCc2ccco2)Cc2cccs2)cc1
  9.3, i, -21.0
- CCCS(=O)(=O)N1CCC(C(=O)NCc2ccc(F)cc2)CC1
  -14.0, i, 5.3
- CCc1n[nH]c(=S)n1/N=C/C(C)=C\c1ccccc1
  24.9, i, -8.6
- COc1cc(/C=N/NC(=O)c2[nH]nc3c2CCc2ccccc2-3)ccc1O
  32.0, i, -9.2
- CCN(CC(=O)NCc1ccc(F)cc1)Cc1cc(=O)n2ccsc2n1
  14.4, i, -12.3
- Nn1c(COc2ccccc2)nc2ccccc2c1=O
  5.0, i, -15.8
- O=C(CSc1cccc[n+]1[O-])Nc1cc([N+](=O)[O-])ccc1Cl
  42.7*, i, -23.2
- Cc1ccc(-c2cnc3c(Cl)c(C)nn3c2)cc1
  13.6, i, -27.7
- COc1ccc(-n2nnnc2SCC(=O)Nc2ccccc2F)cc1
  13.5, i, -17.8
- COc1ccc(N(Cc2cc(=O)[nH]c3ccccc23)C(=O)c2ccco2)cc1
  5.7, i, -17.6
- COc1ccc(Cl)cc1NC(=O)COC(=O)c1cc(C)oc1C
  14.0, x, 5.0
- CCOC(=O)N/N=C\C=C\c1ccco1
  23.4, i, 2.0
- COc1ccccc1/C=C/C=N/NC(=O)c1ccc2nc[nH]c2c1
  25.4, i, 15.9
- CCCn1nnc(NC(=O)Cc2ccc(Cl)cc2)n1
  3.7, i, -17.7

# Following part
# Order of results: OX1R antag-1, CHT allo act, OX1R antag-2
- CCNC(=O)CC1C(=O)N(c2ccc(C)cc2)C(=O)N1Cc1ccccn1 (stereo unspecified)
  7.4, i, -15.4
- Cc1ccc(CCNC(=O)C2CCCN(C(=O)c3cc4sccc4n3C)C2)cc1 (stereo unspecified)
  12.2, i, -40.7
- Cn1c(=O)c2c(SCC(=O)Nc3ccccc3F)nc(-c3ccccc3F)nc2n(C)c1=O
  15.7, i, -9.0
- Cc1occc1C(=O)NCc1ccc2c(c1)OCO2
  25.1, i, -15.3
- CN(C)S(=O)(=O)c1ccc(N2CCCC2)c(C(=O)NC2(C)CCS(=O)(=O)C2)c1 (stereo unspecified)
  4.1, i, -16.5
- COc1cc2c(cc1OC)C(c1ccco1)CC(=O)N2 (stereo unspecified)
  9.1, i, -22.2
- CCOc1ccc2cc(C3CC(c4ccco4)=NN3S(C)(=O)=O)c(Cl)nc2c1 (stereo unspecified)
  11.7, i, -3.0
- O=C(NCc1ccccc1Cl)C1CCC(CNc2c(N3CCOCC3)c(=O)c2=O)CC1 (stereo unspecified)
  5.6, i, -4.9
- CO/N=C/CC(=O)c1ccc(-c2ccccc2)cc1
  15.3, i, -3.2
- CS(=O)(=O)N(CC(=O)Nc1ccc(S(=O)(=O)N2CCCC2)cc1)c1ccccc1F
  21.4, i, -12.7
- O=C(CSc1nnc2ccccn12)c1ccc(OC(F)F)cc1OC(F)F
  24.5, i, -12.1
- CCCCN1CC(=O)N2[C@H](c3ccc(OC)cc3)[C@@H]3C(=O)N(CC)C(=O)[C@@H]3[C@]2(Cc2ccccc2)C1=O
  4.2, i, -9.1
- CC1CCCN(CCC(=O)Nc2ccccc2)C1 (stereo unspecified)
  34.9, i, -7.2
- CC(OC(=O)c1cccc(S(=O)(=O)Nc2ccccc2F)c1)C(=O)NCc1ccc2c(c1)OCO2 (stereo unspecified)
  6.4, i, -18.9
- O=C1CCC(O)CCN1CCSc1ccccc1 (stereo unspecified)
  27.7, i, -3.6
- CCc1c(C)nc(SCC(N)=O)c(C#N)c1C
  5.8, i, -6.9
- CCN1C(=NCc2ccc(OC)cc2)N[C@@H](c2ccccc2)C(C(=O)OC)=C1C
  22.2, i, -16.6
- CCCC1(CCC)NC(=O)N(CC(=O)Nc2ccc(Cl)c(S(=O)(=O)N3CCOCC3)c2)C1=O
  4.5, x, -13.2
- COC(=O)Cc1cnc(NC(=O)CSc2nc(C(C)C)cc(=O)[nH]2)s1
  16.3, i, -1.2
- NNC(=O)COc1ccccc1[N+](=O)[O-]
  20.0, i, 3.4
- O=C(CSc1nc2ccccc2c(=O)n1CC1CCCO1)N1CCN(c2ccccc2)CC1 (stereo unspecified)
  28.8, i, -4.6
- Cc1nc2cc(C(=O)O)ccc2n1-c1ccccc1
  2.0, i, -7.3
- CCCN1CCN(C(=O)c2cc(COc3ccc4ncccc4c3)on2)CC1
  24.6, i, -8.0
- COc1ccc(-n2c(=S)[nH]c3cc(C(=O)Nc4ccc(F)cc4)ccc3c2=O)c(OC)c1
  20.6, i, -5.1
- Cc1nc2nc(SCC(=O)N3CCOCC3)nn2c(C)c1Cc1ccccc1
  7.8, i, -19.4
- CC(C)Cn1c(N)c(C(=O)COC(=O)CCc2nc3ccccc3c(=O)[nH]2)c(=O)n(C)c1=O
  0.7, x, -33.1
- c1ccc(CCNC2=NCCS2)cc1
  10.3, i, -17.2
- Cn1c(C(=O)NC2CCCC2)cc2c(=O)n(C)c3ccccc3c21
  16.5, i, -33.9
- COc1ccc(NC(=O)C(=O)NCCN2CCN(C(=O)c3cccc(Br)c3)CC2)cc1
  -5.1, i, -11.0
- O=C(COC(=O)c1cc2ccccc2oc1=O)Nc1cccc(S(=O)(=O)N2CCCCCC2)c1
  13.1, i, -21.1
- O=C(NNC(=O)C1CCCCC1)c1ccco1
  24.3, i, 7.9
- O=C(NCC1CCCO1)C1c2ccccc2C(=O)N1Cc1ccc2c(c1)OCO2 (stereo unspecified)
  11.5, i, -19.0
- O=C(O)CNC(=S)N(Cc1ccco1)Cc1ccccc1Cl
  16.0, i, -14.5
- OCCN(Cc1ccccc1)Cc1ccc(Cl)cc1
  11.4, i, 9.3
- CCOC(=O)c1sc(NC(=O)COC(=O)CNC(=O)C2CCCCC2)c(C(=O)OCC)c1C
  15.7, i, -11.6
